Compound activity from PubChem.
SNCA expr inh = inhibitors of alpha-synuclein (SNCA) gene expression. HEK-293 SNCA-luciferase knock-in, luminescence, 24 h. Potency, µM (top dose mostly 57.2 µM), for inactives: top-dose activity change, negative = inhibition, most hits filed as inhibitors. actives 0.17% (n = 140,000). AID 1671194;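 further: potency means the concentration at half of the fitted maximal effect; plate controls were DMSO cells for no effect and cell-free wells for full effect; nearly all actives have a fitted effect of over 45% in size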
SNCA viab count = reduces viability of HEK-293 SNCA reporter cells; HEK-293-SNCA-luc viability, GF-AFC fluorescence, 24 h; Potency, µM (series often up to 57.1 µM), without a hit: at the highest dose activity change, negative = cytotoxicity, usual class: cytotoxic; actives 0.12% (n = 150,000); AID 1671193;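 further: potency means the concentration at half of the fitted maximal effect; 0% = DMSO-treated cells and -100% = medium-only wells without cells; nearly all actives have a fitted effect of over 30% in size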
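Cytotoxicity counterscreen: after 24 h compound treatment of genome-edited SNCA-luciferase HEK-293 cells, live-cell protease substrate GF-AFC read by fluorescence after 30 min; activity scaled between DMSO (0%) and medium-only (-100%), curves Hill-fitted.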
GPT2 inh = blocks human glutamate pyruvate transaminase 2 | Q8TD30 | AID 1671188 | actives 0.25% (n = 100,000) | Recombinant GPT2, coupled pyruvate oxidase/HRP Amplex Red fluorescence | Potency, µM (titrated, usually from 57.7 µM), for the others: at the highest dose activity change, negative = inhibition, hits mostly inhibitors; further: potency means the concentration at half of the fitted maximal effect; nearly all actives have a fitted effect of over 60% in size; many of its hits are not listed in these tables
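Fluorescence read-out: pyruvate from GPT2 turnover coupled to pyruvate oxidase, HRP and Amplex Red (0.2mM ThPP, 0.2U/mL PO and HRP, 50uM Amplex final). Substrates 250uM a-KG, 2mM L-alanine; enzyme 10ng/uL; 30 min RT.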
IP6K1 inh = inhibitors of human IP6K1 | activity change, % (series mostly up to about 58 µM) | AID 1645851 | Q92551 | IP6K1 kinase, ADP-Glo luminescence, 2 h; stronger effect = lower value | actives 0.81% (n = 140,000); in the data active means activity change below about -25%
Target sequence (Q92551 whole entry, looked up): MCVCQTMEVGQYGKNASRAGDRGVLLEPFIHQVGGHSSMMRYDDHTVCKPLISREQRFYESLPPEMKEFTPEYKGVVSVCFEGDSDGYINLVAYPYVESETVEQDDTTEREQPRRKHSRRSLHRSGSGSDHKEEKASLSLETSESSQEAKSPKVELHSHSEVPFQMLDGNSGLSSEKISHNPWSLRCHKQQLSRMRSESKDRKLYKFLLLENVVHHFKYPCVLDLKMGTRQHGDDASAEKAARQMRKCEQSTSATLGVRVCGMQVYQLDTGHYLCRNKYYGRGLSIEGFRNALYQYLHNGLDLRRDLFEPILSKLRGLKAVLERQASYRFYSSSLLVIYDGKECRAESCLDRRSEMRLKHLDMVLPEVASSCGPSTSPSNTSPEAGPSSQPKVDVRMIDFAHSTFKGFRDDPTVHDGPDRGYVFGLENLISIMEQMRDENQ
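ADP-Glo luminescence measures ADP made by human IP6K1 during a 2 h RT reaction with ATP/IP6 (mix at 1.3 mM/130 uM); top library doses 57.5 and 19.1 uM final.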
NIH3T3 tox = cytotoxic compounds in NIH 3T3 cells. NIH 3T3 viability, CellTiter-Glo ATP luminescence, 48-72 h. Potency, µM (doses to about 96.7 µM), for the others: top-dose activity change, negative = cytotoxicity, actives largely listed as inhibitors. actives 4.3% (n = 94,000); further: potency means the concentration at half of the fitted maximal effect; nearly all actives have a fitted effect of over 55% in size
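Mouse fibroblast NIH 3T3 cells, 400 per well, received compound via pintool and were incubated for 48 or 72 hr prior to CellTiter-Glo ATP luminescence measurement.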
FLuc inh = inhibitors of firefly (Photinus pyralis) luciferase | P08659 | actives 2.5% (n = 76,000) | purified P. pyralis luciferase, luminescence, biochemical | Potency, µM (doses to about 115 µM), inactives show at the top dose activity change, negative = inhibition, hits mostly inhibitors; further: potency means the concentration at half of the fitted maximal effect; nearly all actives have a fitted effect of over 65% in size
Target sequence (P08659 whole entry, looked up): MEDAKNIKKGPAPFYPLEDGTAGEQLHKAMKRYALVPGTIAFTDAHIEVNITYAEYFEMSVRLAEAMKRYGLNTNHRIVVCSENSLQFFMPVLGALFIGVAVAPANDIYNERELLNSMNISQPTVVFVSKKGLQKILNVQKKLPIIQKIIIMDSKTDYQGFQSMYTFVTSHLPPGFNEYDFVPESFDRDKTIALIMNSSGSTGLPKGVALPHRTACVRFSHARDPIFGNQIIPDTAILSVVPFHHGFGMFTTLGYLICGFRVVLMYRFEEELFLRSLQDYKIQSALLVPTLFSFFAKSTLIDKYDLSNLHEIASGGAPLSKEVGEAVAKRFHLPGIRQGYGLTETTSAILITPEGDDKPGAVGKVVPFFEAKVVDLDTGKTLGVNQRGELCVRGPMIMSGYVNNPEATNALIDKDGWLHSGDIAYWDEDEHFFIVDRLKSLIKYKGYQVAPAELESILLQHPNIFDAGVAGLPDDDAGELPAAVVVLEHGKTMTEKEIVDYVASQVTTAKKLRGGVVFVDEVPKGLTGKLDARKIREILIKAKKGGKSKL
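Luminescence read by CCD imager after adding enzyme (10nM final) to wells holding compound, titrated in qHTS. Substrates 10uM each D-luciferin and ATP; buffer 50mM Tris acetate pH 7.5, 10mM Mg acetate, Tween-20, BSA.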
HEK cytotox = cytotoxic compounds in HEK 293 cells; HEK 293 viability, ATP luminescence (CellTiter-Glo), 48-72 h; Potency, µM (top dose mostly 115 µM), without a hit: top-dose activity change, negative = cytotoxicity, most hits filed as inhibitors; actives 6.6% (n = 94,000); further: potency means the concentration at half of the fitted maximal effect; nearly all actives have a fitted effect of over 60% in size
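HEK 293 cells seeded at 250 cells/well were exposed to compound for 48 or 72 hr at 37 degree Celsius. Viability taken as ATP content by CellTiter-Glo luminescence.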
* marks the source's active call; other numbers are inactive results; i = inactive; ? = inconclusive; / = not tested or not shown; & = joins results of further samples; [ ] = dose if it differs, or a comment. Unless noted, the call rests on the fitted dose curve; in most records, active means well fitted curve in the direction sought with a large enough effect; inconclusive means small, poorly fitted or top-dose-only effect, or another doubt; inactive means no such curve, though single readings can be large; an effect the other way counts as inactive or inconclusive. Unless noted, on the % scale 0 is the no-effect control and ±100 the full control effect.

Structure | SNCA viab count | SNCA expr inh | FLuc inh | GPT2 inh | IP6K1 inh | HEK cytotox | NIH3T3 tox
Cn1cc(CN2C[C@@H](CO)[C@H](C(=O)NC3CC3)C2)cn1 | 5.0% | 9.1% | 2.4% | i | 0.7 | -4.0% | -8.6%
CC1=C[C@@H](CNC(=O)c2ccncc2)[C@H](C(C)C)C[C@H]1CC(=O)N1CCOCC1 | -9.5%[87.6 µM] | 115.3%[activator][87.6 µM] | 12.6µM* | -8.1%[88.5 µM] | 9.0 | -11.2%[172 µM] | -1.7%[138 µM]
CCc1ccccc1CN1CCCC12Cc1ccccc1CNC2=O (stereo not drawn) | -2.8% | -8.3% | / | -2.4% | -12.1 | 79.4µM* | ?
Cc1ccc([C@H]2CN(C(=O)Cn3nc(C)c4ccccc4c3=O)C[C@@H]2N)o1 | 6.8% | -0.1% | -4.0% | i | 16.9 | -11.3% | -26.7%
COc1ccccc1N1CCN(C(=O)c2cc3c(=O)n(C)c4ccccc4c3s2)CC1 | 16.0% | 1.7% | / | / | -7.5 | / | /
COCCNC(=O)[C@@H]1C[C@H](Oc2ccccc2)CN1C(=O)c1ccc2ccccc2n1 | -27.1% | 43.5%[activator] | 1.3% | 2.8% | 4.7 | i | -2.3%
CCOc1ccc(Nc2c(S(=O)(=O)c3ccc(C)cc3)cnc3cc(OC)c(OC)cc23)cc1 | -23.0% | -22.6% | / | / | -11.9 | / | /
O=C(Cc1ccccc1F)NC1CCN(c2cc(-c3cccs3)[nH]n2)C1 (stereo not drawn) | -7.2% | -14.1% | 7.8% | -23.0% | -0.5 | 15.8µM* | ?
COC(=O)C1=C(C)N(Cc2cccc(F)c2)C(=O)CC1c1ccccc1Cl (stereo not drawn) | -1.7% | 12.2% | -5.7% | i | -7.4 | ? | ?
Cc1ccc(Cl)cc1N1CCN(S(=O)(=O)c2ccc3[nH]c4c(c3c2)CCCC4)CC1 | -2.5% | ? | / | / | 42.0 | / | /
COc1cccc(-c2ccc(CN3CC4CCC(C3)N4c3ccc(C(F)(F)F)cc3)cc2)c1 | -1.4%&6.8% | ? | 1.9% | -10.9% | 1.7&-7.5 | -12.5% | -2.4%&1.5%
Cc1cnc(C2CC2)n1CCNC(=O)NC1CCCCC1 | -13.9% | -7.0% | -7.1% | 3.7% | 0.0 | -12.3% | -15.8%
CCCN1CCN(C(=O)[C@H]2CCC[C@H]2NC(=O)c2ccc(OC)nc2)CC1 | -20.9% | -3.8% | 0.1% | -12.0% | 25.9 | i | -7.4%
Cc1nn(-c2ccccc2)c2c1C(C(C)C)N(C1CN([S+](=O)([O-])c3ccccc3)C1)C2=O (stereo not drawn) | / | / | / | / | 4.5 | ? | -18.7%
COc1cccc(CCC(=O)N2CCCC(CO)(CC3CC3)C2)c1 (stereo not drawn) | ? | ? | 6.1% | 3.3% | 26.1 | -20.5% | -11.7%
Cc1ccc2c(c1)N1C(=O)OC[C@@H]1CCN(C(=O)C1CC1)C2 | 4.1%[87.6 µM] | 8.2%[87.6 µM] | 7.9%[172 µM] | -8.7%[88.5 µM] | -4.9 | i | 0.3%[138 µM]
Cc1nc(C)c(C(=O)N2CCC3(CC2)CC(N(Cc2ccccc2)C2CC2)CCO3)s1 (stereo not drawn) | -2.7% | -11.9% | 4.9% | 1.3% | -12.4 | ? | ?
CN1C(=O)CO[C@H](c2ccc(NC(=O)Nc3ccc(F)cc3)cc2)[C@H]1CO | 3.9%[87.6 µM] | 4.5%[87.6 µM] | -15.9%[172 µM] | -6.7%[88.5 µM] | 5.9 | ? | -6.9%[174 µM]
COCC(=O)NC1(Cc2cc(-c3ccc(OC)cc3)on2)COC1 | -9.9%[87.6 µM] | 29.2%[87.6 µM] | -1.2%[172 µM] | -5.6%[88.5 µM] | 7.4 | i | 3.3%[174 µM]
CC(=O)N1CCN(Cc2snnc2C(C)C)CC(O)C1 (stereo not drawn) | -7.2% | 4.7% | 4.6% | 2.2% | 10.1 | i | i
C#CCN[C@@H]1C[C@@H]2c3[nH]c4ccccc4c3C[C@@H](C(=O)OC)N2[C@H](c2ccc(F)cc2)C1 | -9.3%[87.6 µM] | 13.0%[87.6 µM] | -14.2%[172 µM] | 1.8%[88.5 µM] | -9.4 | 31.6µM* | ?
CNC(=O)c1cc(C)nc2onc(C3CCCN3[S+](=O)([O-])c3ccccc3)c12 (stereo not drawn) | / | / | / | / | -3.3 | -8.7% | -9.7%
CCOc1cc2sc(N3CCC(C(=O)Nc4ccc(CC)cc4)CC3)nc2cc1Br | -4.9% | 153.0%[activator] | / | / | -13.1 | / | /
Cn1cc(C(=O)NCc2ccccc2Cl)c(=O)c2cc(S(=O)(=O)N3CCCCCC3)ccc21 | -8.7% | 67.6%[activator] | / | / | 8.9 | / | /
COCCCN(CCC(=O)NCc1ccc(F)cc1)C(=O)c1cc(C)oc1C | -17.5% | -4.7% | -7.2% | i | -2.6 | -6.6% | -10.2%
O=C(Cn1c(=O)n(Cc2ccco2)c(=O)c2ccccc21)Nc1ccc(Cl)cc1Cl | -1.7% | -17.6% | / | / | 11.5 | / | /
COc1ccc(-c2ncc(CN3CCOC(c4cccnc4)C3)cn2)cc1 (stereo not drawn) | -3.1% | 4.8% | -9.5% | -1.1%[11.5 µM] | 4.7 | ? | ?
COCc1noc(CCNc2nc(C)nc3c2cnn3C)n1 | 1.1% | 23.0% | 6.5% | 2.9% | -11.1 | i | -2.4%
COCCN1C(=O)CC[C@]2(C(=O)Nc3ccccn3)CCCC[C@@H]12 | -4.3% | -13.5% | 4.3% | -3.2% | -4.2 | -14.2% | 0.0%
COc1ccc(-n2c(=O)c3sc4ccccc4c3n(CC(=O)Nc3cccc(C)c3)c2=O)cc1 | ? | 23.3% | / | / | -13.3 | / | /
O=S(=O)(NCC1CNCCOC1)c1ccc(F)c(F)c1F (stereo not drawn) | 3.7% | 9.0% | 0.8% | 1.3% | 10.9 | -1.1% | 2.0%
Cc1nc2ccccc2c(=O)n1-c1ccc(NC(=O)C(F)(F)F)cc1 | -8.1% | -4.4% | / | / | 7.7 | / | /
COc1ccc(C(=O)Nc2nc3c(s2)C[C@@H]2[C@](C)(CO)[C@H](O)CC[C@@]2(C)[C@@H]3CC(=O)NCCNC(C)=O)cc1 | -8.4% | 4.0% | -3.6% | -23.6% | 5.3 | i | -17.9%
Cc1c(C(=O)O)oc2c1-c1nn(Cc3ccc(Cl)cc3)cc1CC2 | -1.8% | -10.0% | / | / | -18.5 | / | /
CN1CC2(CCCN(CC3CC3)C2)c2cc(C(=O)NCCOc3ccccc3)ccc21 (stereo not drawn) | 4.2%[87.6 µM] | -29.3%[87.6 µM] | 12.1%[172 µM] | -1.7%[88.5 µM] | -2.8 | 100µM* | 79.4µM*
O=C(NC1CCOCC1)c1ccc2c(c1)OCCN(c1cccc(OC(F)(F)F)c1)C2 | -18.1%[87.6 µM] | ? | -5.6%[172 µM] | -10.5%[88.5 µM] | -12.4 | 31.6µM* | ?
CC(=O)N1CCN(c2nc3c(s2)CC(C(=O)Nc2cccc(C(C)(C)C)c2)CC3)CC1 (stereo not drawn) | ? | ? | 8.0% | 1.2% | 6.6 | ? | ?
O=C(CC1N=C2c3ccccc3N=C(SCc3ccccc3F)N2C1=O)NCc1ccc2c(c1)OCO2 (stereo not drawn) | ? | 44.2%[activator] | / | / | 38.1 | / | /
COc1ccc(C(=O)N[C@@H]2CCC[C@@H]2C(=O)NCCN(C)C)cc1 | -5.8% | 0.0% | -2.6% | i | 10.7 | i | -3.8%
CCN(CC)Cc1cnc2c(C(=O)N3CC[C@H]4CNC[C@H]43)cnn2c1 | 7.5% | -4.5% | 1.2% | 2.0% | 15.3 | i | i
CCc1cnc2c(c1SCCC(C)C)c(=O)n(C)c(=O)n2C | 5.2% | 0.2% | / | / | -28.2* | / | /
Cc1ccccc1C(=O)Nc1ccc2nc(SCCOc3ccccc3)sc2c1 | -7.8% | -16.1% | / | / | 4.0 | / | /
COc1ccc(-c2noc([C@H](C)O)c2C(=O)NC(C)(C)C)cc1 | 2.0%[87.6 µM] | 27.5%[87.6 µM] | -3.8%[172 µM] | -12.7%[88.5 µM] | -6.9 | 5.2%[172 µM] | 3.4%[138 µM]
COc1cccc(CNC(=O)CCC(=O)N2Cc3cccc(OC)c3Oc3ncccc32)c1OC | -2.4% | ? | / | / | -0.4 | / | /
Cc1ccc2nc(COc3cccc(NC(=O)c4ccccc4Cl)c3)cc(=O)n2c1 | -6.2% | 3.6% | / | / | 0.7 | / | /
CC1CCN(c2ccc(CNC(=O)CC3=C4CCCCC4N(C)C3=O)cc2)CC1 (stereo not drawn) | -10.1% | -13.9% | -8.4% | i | 35.6 | ? | ?
Cc1ccc2c(c1)N(CCC(=O)NCc1ccc(F)cc1)C(=O)CO2 | 5.8% | -7.4% | / | / | -5.1 | / | /
Cc1ccc(NC(=O)CN(C)S(=O)(=O)c2cccc3cccnc23)cc1F | 1.5% | 5.2% | / | / | -5.5 | / | /
C[S+](=O)([O-])NC1CCCN(c2ccc3nnc(-c4ccccc4)n3n2)C1 (stereo not drawn) | / | / | / | / | 5.4 | ? | ?
COc1ccc(C(=O)N2CCC(Oc3ccc(-c4noc(C5CC5)n4)cc3)C2)cn1 (stereo not drawn) | -20.1% | 2.2% | / | -15.6% | 6.4 | 35.5µM* | ?
Cc1ccsc1CN1CCc2nc(Nc3ccccc3)ncc2C1 | -4.5% | 66.1%[activator] | / | / | -2.0 | / | /
CC(C)C[C@@H]1N[C@H](C(=O)NCCN(C)C)Cc2cn(CC3CC3)c3cccc1c23 | ? | -42.6%[87.6 µM] | -12.4%[172 µM] | 4.5%[88.5 µM] | 11.8 | 31.6µM* | 31.6µM*
CCOc1ncccc1CNC(=O)c1cc(S(N)(=O)=O)ccc1F | -6.0% | -22.2% | -0.2% | -6.9%[11.5 µM] | 20.9 | 79.4µM* | -29.4%
COC(=O)c1ccc2nc(CO[C@H]3CN(C(C)C)C[C@H]3F)[nH]c2c1 | 5.0%[87.6 µM] | -0.7%[87.6 µM] | -22.0%[172 µM] | i | -10.6 | -14.0%[172 µM] | -20.1%[138 µM]
O=C(Nc1cccnc1)O[C@H]1COCCN(c2nc3ccccc3s2)C1 | -4.1%[87.6 µM] | 12.6%[87.6 µM] | -17.1%[172 µM] | -5.4%[88.5 µM] | 13.3 | -19.0%[172 µM] | -10.4%[138 µM]
O=C(Cc1cccc(F)c1)N1CC(Oc2cccc(-c3nc(-c4ccccc4)no3)c2)C1 | ? | 19.8% | / | -6.0% | 22.3 | ? | 35.5µM*
COCCn1ccc2c(OCC(=O)Nc3ccccc3F)cccc2c1=O | 4.1% | 125.5%[activator] | / | / | 12.9 | / | /

An excerpt. The share of hits here may be higher or lower than overall.
